Source: PubChem BioAssay (Vanderbilt High Throughput Screening Facility)
Cav32 inh – blocks human Cav3.2 T-type calcium channel; B-score at 10 µM; Cav3.2-expressing cells, Fluo-4 calcium fluorescence FDSS; stronger effect = lower value; AID 449739; actives 4% (n = 100,000);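 active = single-dose well whose peak fluorescence ratio is a statistical outlier from its plate by either plate-standardised score or position-corrected B-score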
An asterisk follows results filed as active. The list is partial, so the mix of outcomes need not match the whole.

SMILES | Cav32 inh
O=C(NC(NC(=S)Nc1cc(Cl)ccc1Cl)C(Cl)(Cl)Cl)c1ccco1 (stereo not given) | -3.19
OCCN=c1cc(-c2ccccc2)oc2ccc(Cl)cc12 | -0.0788
Cc1nc2c3cnn(-c4ccccc4)c3ncn2n1 | 0.773
CCOc1cc(/C=N/NC(=O)c2cccc([N+](=O)[O-])c2)ccc1OS(=O)(=O)c1ccccc1 | -3.32
CS(=O)(=O)Nc1ccc(Cc2ccc(NS(C)(=O)=O)cc2)cc1 | 0.618
O=C(COc1ncnc2ccccc12)N1CCN(S(=O)(=O)c2ccc(Cl)cc2)CC1 | 0.642
O=C(CCn1c(=O)oc2ccccc21)N1CCOCC1 | 0.352
CCCC(=O)Nc1ccc(NC(=O)c2ccccc2OC)cn1 | 0.415
O=C(Nc1ccc2c(c1)OCCO2)c1cnccn1 | 0.878
C/C=C(\C)C(=O)NCCN1C2=NC[C@H](C)N2C[C@@H]1Cc1ccc(OC)cc1 | 0.69
CC(C)SC1=NC(C)(C)C=C(/C=C/c2ccc(Cl)cc2Cl)N1 | 0.465
CSc1cc(C)n(-c2ccccc2C)c(=S)c1C(C)=O | 0.0764
CC(Sc1nnc(Cc2ccc([N+](=O)[O-])cc2)o1)C(N)=O (stereo not given) | 0.437
Cc1ccc2oc(-c3cccc(NC(=O)Cc4cccs4)c3)nc2c1 | 0.227
CCc1cc(C(=O)OC)c(NC(=O)C2CC(=O)NN2Cc2ccccc2)s1 (stereo not given) | -1.19
Cc1nnc(NC(=O)CSc2nnc(Cc3ccccc3)n2Cc2ccccc2)s1 | -0.00986
COC(=O)C1=C(C)N=C2SC(C#N)=C(N)N2C1c1cc(OC)c(OC)c(OC)c1 (stereo not given) | -0.476
CCCn1nnc(NC(=O)c2cccc(Cl)c2)n1 | 0.713
O=C(OCc1cn(-c2ccc(Cl)c(Cl)c2)nn1)c1ccccc1Cl | -0.0112
CCOc1ccc(C(=O)CSc2nnc(C3CC3)n2C)cc1 | 0.478
CN(Cc1nc2ccccc2c(=O)[nH]1)C(=O)c1ccc(S(=O)(=O)N(C)C)cc1 | 0.541
O=C1c2ccccc2CC1Sc1nnc(-c2ccncc2)o1 (stereo not given) | -0.0397
COCCOC(=O)C1=C(C)NC(=O)CC1c1cc2c(cc1Br)OCO2 (stereo not given) | -0.27
C=CCNC(=O)C1CC2Cn3c(nc4cc(C)c(C)cc43)C2N1C (stereo not given) | -1.36

Structural class: those above containing a nitro group on carbon
SMILES | Cav32 inh
CCOc1cc(/C=N/NC(=O)c2cccc([N+](=O)[O-])c2)ccc1OS(=O)(=O)c1ccccc1 | -3.32
CC(Sc1nnc(Cc2ccc([N+](=O)[O-])cc2)o1)C(N)=O (stereo not given) | 0.437

Further records follow.
SMILES | Cav32 inh
Cc1cc(C(=O)N2CCN(c3cccc(Cl)c3)CC2)c(C)o1 | -1.81
Cc1ccc(-c2cnc(NC(=O)c3cccc(Br)c3)s2)c(C)c1 | -2.11
Cc1[nH]n(-c2ccccc2)c(=O)c1C1(C(F)(F)F)C(=O)N(c2ccc(F)cc2)C2=C1C(=O)CC(C)(C)C2 (stereo not given) | 2.06
Clc1ccc(-c2nc3nc4ccccc4nc3n2Cc2ccco2)cc1 | 0.448
CC1(C)Oc2ccc3ccc(=O)oc3c2/C(=C/Nc2ccccc2)C1=O | 0.264
O=C(CCCOc1ccccc1)N1CCCCC1 | 0.423
CC1=Nn2c(nnc2-c2cc(C)[nH]n2)SC1 | -1.05
CCCCC1=CC2=CC(=O)C(C)(O)C(=O)C2=CO1 (stereo not given) | 0.196
COC(=O)C1=C(C)Nc2nnnn2C1c1cccs1 (stereo not given) | 0.348
CCc1nc2c(oc3ccccc32)c(=O)[nH]1 | 0.824
CN(C(=O)c1ccco1)c1nnc(C23CC4CC(CC(C4)C2)C3)s1 | -0.773
COc1ccc(-c2nc(N)n(C(=O)Cc3ccccc3)n2)cc1 | -0.467
O=C(c1c(Cl)cccc1Cl)N1CCCCCC1 | -0.243
CC1(C)CC(=O)C=C(NC2CCCCCC2)C1 | 0.031
CC(C)c1nnc(NC(=O)CCC(=O)NCc2cccs2)s1 | -0.384
FC(F)(F)c1cccc(CNc2ncccc2-c2nc3cc(Cl)ccc3o2)c1 | -3.49
Cc1cccc(OCCCCCn2ccnc2)c1C | -1
CS(=O)(=O)N(CC(=O)NCc1ccncc1)c1ccc(Cl)c(Cl)c1 | 0.84
Cc1cc[n+](-c2nc3ccccc3nc2C(=C=[N-])C#N)cc1 | 1.21
O=C(Nc1ccccc1)c1ccc(-c2ccccc2Cl)o1 | -0.348
CCN(CC)CCCn1c(C)cc2c(c1=O)C(c1ccc(OC)c(OC)c1OC)C(C#N)=C(N)O2 (stereo not given) | 0.353
Cc1cccc(N2CCN(C(=O)Cn3cccc3C(=O)c3ccccc3)CC2)c1C | -3
COc1cccc(NC(=O)CSc2nnc(-c3ccc(C)cc3)o2)c1 | -0.115
CCOC(=O)CC(=O)CSc1ccc2nnc(-c3ccc(F)cc3)n2n1 | 0.217

Fetched by structure from the list above:
SMILES | Cav32 inh
O=C(Nc1ccc2c(c1)OCCO2)c1cnccn1 | 0.878
CS(=O)(=O)Nc1ccc(Cc2ccc(NS(C)(=O)=O)cc2)cc1 | 0.618

(more compounds)
SMILES | Cav32 inh
Cn1c(=O)c2c(nc(N3CCN(Cc4ccccc4)CC3)n2CCCc2ccccc2)n(C)c1=O | -4.04
CCC1CCCCN1C(=O)CSc1nnc(-c2cccc(Cl)c2)o1 (stereo not given) | -2.31
Cc1ccc(CN2C(=O)CCC2C(=O)NCC2CCCO2)cc1 (stereo not given) | 0.0717
COc1ccccc1N1CCN(C(=O)CCn2c(=O)[nH]c3ccsc3c2=O)CC1 | -0.041
Cc1nnc(SCc2nc(N)nc(Nc3ccccc3)n2)s1 | 1.07
COc1ccc(C(C)=O)cc1CSc1nnc(-c2ccc(Cl)cc2)n1-c1ccccc1 | -3.01
COc1cccc(CNc2cccc3cccnc23)c1O | -2.71
Cn1c(SCc2ccc(C#N)cc2)nnc1-c1ccccc1 | 0.989
Cc1cc(C)n(-c2nnc(C)n2NS(C)(=O)=O)n1 | 0.866
Cc1cc(C)n(CC(=O)c2ccc(Br)cc2)c(=O)c1C#N | 0.494
CC(=O)Nc1ccc(S(=O)(=O)NCc2csc(C)n2)cc1 | -0.0805
CC(C)CNS(=O)(=O)c1ccc(OCC(=O)Nc2ccc(F)cc2F)cc1 | 0.221
Cc1ccc(CCNC(=O)C23CN(Cc4ccccc4)CC2C(c2ccc([N+](=O)[O-])cc2)=NO3)cc1 (stereo not given) | -1.85
CC1CCN(C(=O)CSc2nnc(-c3ccncc3)n2C)CC1 | -0.471
CCOC(OCC)P(=O)(C(C)C)C(C)C | -0.227
c1ccc2c(c1)CC1(CCCC1)n1nnnc1-2 | 0.35
COc1ccccc1-c1noc(-c2ccncc2)n1 | 0.199
O=C(c1ccco1)N1CCN(c2ccc(S(=O)(=O)N3CCCC3)cc2)CC1 | 1.48
Cc1cc(C)n(CC(O)CN2c3ccccc3Sc3ccccc32)n1 (stereo not given) | -6.33*
CCn1nnc(NC(=O)c2cccnc2Cl)n1 | -0.149
Cc1ccc(S(=O)(=O)NCC(=O)OCC(=O)Nc2ncc(Cl)cc2Cl)cc1 | 1.09
CC1(C)Cc2cccc(OCC(N)=O)c2O1 | 0.398
O=C(Nc1nccs1)c1cc2sccc2n1Cc1ccc(Cl)cc1 | 0.783
Cc1ccc(Sc2ncccc2COC(=O)Nc2ccccc2)cc1 | -2.71
Cc1cc(C(=O)CSc2nnnn2-c2ccccc2)c(C)n1CCc1ccccc1 | -3.24
O=C(c1ccccc1)N1CCN(C(=O)N2CCCCC2)CC1 | 1.15
CCOC(=O)c1sc(NC(=O)CSc2nnnn2-c2ccccc2)c(C(=O)OCC)c1C | -0.216
CCOC(=O)c1cc2sccc2n1CC(=O)Nc1ccc(OC)c(OC)c1 | -0.417
CN(CCNS(=O)(=O)c1ccc2c(c1)oc(=O)n2C)Cc1ccccc1 | 0.0968
Cc1ccc(NC(=O)C2CCN(S(C)(=O)=O)CC2)cc1C | 0.107
Cc1ccccc1OCCCn1c(=O)sc2ccccc21 | -1.26
Cn1nnnc1SCC(=O)Nc1ccccc1C(=O)NCc1ccccc1 | 0.514
CCCn1c(SCC(=O)NCc2ccco2)nc2c1c(=O)n(C)c(=O)n2C | 0.8
CCOc1ccc2cc(C#N)c(SCC(=O)N3CCOCC3)nc2c1 | 2.84
c1nc(NC2CCCC2)c2[nH]cnc2n1 | 0.994
O=C(Nc1ncc2c(n1)CC(c1ccccc1)CC2=O)c1ccco1 (stereo not given) | 0.0185
O=C(Nc1ccccc1)/C(=C\c1ccncc1)NC(=O)c1ccccc1 | 0.21
CN(C)CCNC(=O)CCCNC(=O)Cn1cnc2sc3c(c2c1=O)CCCC3 | 1.13
CCCC(O)(CCC)C(=O)NNc1ccccc1 | -0.461
COc1ncccc1-c1nnn(-c2ccccc2Br)n1 | -0.0216
COc1ccc(S(=O)(=O)n2nc(OC(=O)c3c(-c4ccccc4Cl)noc3C)cc2N)cc1 | -5.39*
CCCCCn1c(=O)[nH]c2cc(C(=O)NCc3ccc4c(c3)OCO4)ccc2c1=O | -2.06
CCc1ccc2ncc(C(=O)c3ccccc3)c(N3CCOCC3)c2c1 | -0.907
C=C1c2cc(CC)ccc2NC(=O)N1c1ccc(C)cc1 | -0.701
CN(CC(=O)NC(c1ccccc1)c1ccccc1)Cc1nc2ccccc2c(=O)[nH]1 | -1.2
CCc1ccccc1-n1cnc2cc(C(=O)O)ccc21 | 0.0272
Cc1ccc2oc(=O)c3cnn(CC(=O)NCCc4ccsc4)c3c2c1 | 0.0416
COc1cc2cc(Oc3ccc4ccc(=O)oc4c3)c(=O)oc2cc1OC(C)=O | -0.648

Next section; the last seven above are carried over.
SMILES | Cav32 inh
CCCCCn1c(=O)[nH]c2cc(C(=O)NCc3ccc4c(c3)OCO4)ccc2c1=O | -2.06
CCc1ccc2ncc(C(=O)c3ccccc3)c(N3CCOCC3)c2c1 | -0.907
C=C1c2cc(CC)ccc2NC(=O)N1c1ccc(C)cc1 | -0.701
CN(CC(=O)NC(c1ccccc1)c1ccccc1)Cc1nc2ccccc2c(=O)[nH]1 | -1.2
CCc1ccccc1-n1cnc2cc(C(=O)O)ccc21 | 0.0272
Cc1ccc2oc(=O)c3cnn(CC(=O)NCCc4ccsc4)c3c2c1 | 0.0416
COc1cc2cc(Oc3ccc4ccc(=O)oc4c3)c(=O)oc2cc1OC(C)=O | -0.648
CCOC(=O)c1c(C)[nH]c(C(=O)OCC(=O)Nc2cc(C)c(Cl)cc2OC)c1C | 0.615
CCCCC1=CC2=CC(=O)C(C)(OC(=O)c3ccco3)C(=O)C2=CO1 (stereo not given) | -0.15
Cc1cc(N=CC2=C(O)CCCC2=O)no1 | -0.117
COc1ccc2c(c1)c1nnc(SC)nc1n2C | 1.2
Cc1ccc(C(=O)Nc2cccc(C(F)(F)F)c2)cc1NC(=O)c1ccno1 | -0.388
Cc1ccccc1-c1nc(-c2ccc(NC(=O)c3cccs3)cc2)no1 | -0.0335
CCOC(=O)N1CCC(N2C(=O)c3ccccc3C2Nc2cccnc2)CC1 (stereo not given) | 0.35
CCOC(=O)N1CCN(CC(=O)Nc2c(C(=O)OC)[nH]c3cccc(Cl)c23)CC1 | -0.00344
CN=c1oc2ccc(Cl)cc2cc1C(N)=O | -0.134
COc1ccc(C(=O)NCc2nnc(SCC(=O)N3CCc4ccccc43)o2)cc1OC | 0.259
CC(=O)NC(=S)c1c(N)n(Cc2ccccc2)c(=O)n(C)c1=O | 0.151
COc1ccc(S(=O)(=O)N2CCC(C(=O)NCc3ccccn3)CC2)cc1OC | 0.217
CCC(=O)c1cc(F)c(N2CCN(C(=O)c3ccco3)CC2)cc1C | 0.532
CCOC(=O)c1ccoc1CSCC(=O)N1CCN(S(=O)(=O)c2ccc(C)cc2)CC1 | -0.274
O=C(O)C1C(c2ccccc2)C(C(=O)Oc2ccccc2)C1c1ccccc1 (stereo not given) | -0.892
Cc1cc(C)n(-c2nc3c(c(=O)n(C)c(=O)n3C)n2C)n1 | -0.341
O=C(NCCc1ccccc1Cl)C1CCN(S(=O)(=O)c2cccs2)CC1 | -0.572
Cn1c(=NC(=O)C2CC2)sc2cc(F)cc(F)c21 | -0.0277
Cc1oc(-c2ccccc2F)nc1CS(=O)(=O)CC(=O)N1CCc2ccccc21 | -4.74*
COc1ccccc1NC(=O)CSc1nnc(-c2ccc(C)cc2)o1 | 0.841
COCCN(Cc1cc2cc(C)cc(C)c2nc1Cl)C(=O)Nc1ccccc1 | -1.24
O=C(CCn1c(=O)[nH]c2ccsc2c1=O)N1CC(=O)N(CCc2ccccc2)C(=O)C1 | 0.163
COc1ccc(NC(=O)c2c(Cl)n(C)c3ccccc23)cc1 | -2.14
O=P(O)(c1ccc(Cl)cc1)c1ccc(Cl)cc1 | 1.96
CCOc1ccc(C2Sc3ccccc3NC3=C2C(=O)OC3)cc1 (stereo not given) | -4.07*
O=S(=O)(O/N=C1\CCCc2ccccc21)c1ccc(Cl)cc1 | -0.0105
CC(C)(C)OC(=O)CNC(=O)c1[nH]cnc1C(=O)N[C@@H](Cc1ccccc1)C(=O)OC(C)(C)C | -1.62
Cc1c(-c2nn(C)c(=O)c3ccccc23)oc2ccc(F)cc2c1=O | -0.0382
Cc1cc(C)cc(N2C(=O)C3CC=CCC3C2=O)c1 (stereo not given) | 0.911
CC(=O)Oc1ccc(-c2nc(-c3cccnc3)no2)cc1 | -0.0644
O=C(CSc1nc2ccccc2o1)Nc1nc2ccc(Br)cc2s1 | -0.245
COc1ccc(OC)c(C2SCCN2S(=O)(=O)c2cccc(C(F)(F)F)c2)c1 (stereo not given) | -2.67
COCCN1C(=O)c2oc3ccccc3c(=O)c2C1c1ccc(C(=O)OC)cc1 (stereo not given) | 0.557
NC(=O)CSc1cn(Cc2ccc(F)cc2)c2ccccc12 | -0.88
CNC(=O)c1ccc(-c2ccc(F)cc2)s1 | 0.393
O=C(Nc1ccc2c(c1)oc1ccccc12)c1ccc(Br)o1 | 1.14
Cc1ccc(Cn2c(NCCCn3ccnc3)nc3c2c(=O)n(C)c(=O)n3C)cc1 | 0.0076
N#Cc1c(NC(=O)CSc2nnc(-c3ccccc3O)n2-c2ccccc2)sc2c1CCCC2 | -4.81*
COc1ccc(Cc2nnc(SC)[nH]c2=O)cc1 | -0.0335
Cc1ccc(C(=O)N2CCN(c3ccccc3)CC2)cc1S(=O)(=O)N1CCCC1 | 0.289
